# KB-V1 cytotox: KB-V1 MDR subline cytotoxicity; actives 3.4% (n = 400,000); Potency, µM (doses to about 46.1 µM), without a hit: top-dose activity change, negative = cytotoxicity, actives largely listed as cytotoxic; AID 1347076; KB-V1 MDR cells viability, CellTiter-Glo, 72 h; note: potency is the fitted concentration of half-maximal effect; % is set by controls: 0 for no effect and ±100 for the full control effect; nearly all actives have a fitted effect of over 60% in size
#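 KB-V1 cells (P-gp-expressing MDR subline of KB-3-1) in phenol-red-free DMEM with 10% FBS were exposed to library compounds over a concentration series for 72 h at 37 degrees C. Viability read by CellTiter-Glo luminescence; concentration-effect curves fitted after normalization.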
# SW480 rerep: inducers of DNA re-replication in SW480 colon cancer cells; actives 1.8% (n = 340,000); SW480 DNA re-replication, Hoechst DNA content imaging, 48 h; Potency, µM (top dose mostly 46.1 µM), for the others: at the highest dose re-replication activation, most hits filed as activators; note: potency is the fitted concentration of half-maximal effect; % of control where 0% means no effect; nearly all actives have a fitted effect of over 55% in size
#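 Cells (250 per well) received 23 nL compound or DMSO by pin tool and were kept 48 hr at 37 C, 5% CO2. Nuclei were then stained with Hoechst for 40 min and scanned for DNA content.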
# IL1B secr inh: blocks inflammasome-driven IL-1 beta release; THP-1 LPS/ATP IL-1B secretion, AlphaLISA, 16 h; stronger effect = lower value; activity change, % at 57.5 µM; actives 4.7% (n = 360,000); AID 743279; in the data active = activity change below about -50%; inconclusive = mostly about -30% to -49%; note: % is set by controls: 0 for no effect and ±100 for the full control effect
#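 THP-1 cells pretreated 1 hr with compounds (up to 57.5 uM final), then stimulated with LPS (250 ng/mL final) plus ATP (1.25 mM final); secreted IL-1B measured by AlphaLISA after 16 hr, decreased signal indicating inhibition.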
# KB-3-1 cytotox: KB-3-1 parental cell cytotoxicity; KB-3-1 viability, CellTiter-Glo ATP luminescence, 72 h; actives 1.4% (n = 400,000); Potency, µM (highest dose often 46.1 µM), for the others: at the top dose activity change, negative = cytotoxic, most hits filed as cytotoxic; AID 1347075; note: potency is the fitted concentration of half-maximal effect; % is set by controls: 0 for no effect and ±100 for the full control effect; nearly all actives have a fitted effect of over 60% in size
#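 Parental KB-3-1 adenocarcinoma cells in phenol-red-free DMEM with 10% FBS were pin-treated with compounds at several concentrations, incubated 72 h at 37 °C, and viability read by CellTiter-Glo luminescence; concentration-effect curves were fitted after normalization.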
# DRD3 agonist: activates the human D3 dopamine receptor | D3R DiscoveRx beta-arrestin cells, luminescence, 90 min | P35462 | AID 652048 | max activation, % | actives 0.58% (n = 410,000); in the data active = max activation above about 30%; note: 0% is about no effect; mostly tested at two doses, the higher about 12 µM
# Target sequence (P35462 whole entry, looked up): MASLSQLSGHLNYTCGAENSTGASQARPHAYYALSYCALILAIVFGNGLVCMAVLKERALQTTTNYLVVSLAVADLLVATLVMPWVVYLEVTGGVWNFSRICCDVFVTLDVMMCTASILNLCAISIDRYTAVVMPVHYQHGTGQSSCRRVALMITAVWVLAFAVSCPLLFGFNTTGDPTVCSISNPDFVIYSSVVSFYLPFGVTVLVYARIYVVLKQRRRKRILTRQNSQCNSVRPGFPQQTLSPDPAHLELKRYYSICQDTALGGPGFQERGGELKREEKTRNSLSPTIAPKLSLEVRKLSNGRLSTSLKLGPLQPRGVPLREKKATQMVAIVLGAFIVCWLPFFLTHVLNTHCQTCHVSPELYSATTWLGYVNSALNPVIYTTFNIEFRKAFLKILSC
#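 Agonist-mode cell screen: cells plated at 1500/well and incubated overnight at 37 °C, then exposed to library compounds for 90 min at 37 °C. Detection reagent was added for 30–60 min at room temperature, and luminescence was read.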
# HEK293 tox: cytotoxicity counter-screen for GLP-1 receptor inverse agonists; HEK293 cAMP-luciferase reporter cells, luminescence, 24 h; Potency, µM (top dose mostly 38.3 µM), inactives show top-dose activity change, negative = inhibition, hits mostly inhibitors; actives 0.13% (n = 410,000);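 note: loss of luciferase light is scored as toxicity; potency is the fitted concentration of half-maximal effect; % is set by controls: 0 for no effect and ±100 for the full control effect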
#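 1536-well qHTS counterscreen of the MLSMR; 200 cells/uL, 12 h pre-incubation, 23 nL cpd, 24 h at 37 deg C 5% CO2, luciferase detection reagent, 12 min RT, luminescence. Inhibition = undesired.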
# HT1080 IDH1KD tx: HT-1080 IDH1 knockdown cell toxicity (counter line). HT-1080 IDH1 knockdown viability, ATP luminescence, 48 h. Potency, µM (doses to about 46.1 µM), without a hit: at the top dose activity, negative = toxicity, actives largely listed as cytotoxic. actives 2% (n = 360,000). AID 686971;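 note: potency is the fitted concentration of half-maximal effect; 0% = DMSO wells and -100% = cell-free medium wells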
#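 Viability of IDH1-knockdown HT-1080 fibrosarcoma cells was assessed by CellTiter-Glo after 48 h at 37 °C with titrated compound; concentration-effect curves were classified by fit quality and response size.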
# HT1080-NT tox: kills 2HG-producing HT-1080-NT fibrosarcoma cells; Potency, µM (highest dose often 46.1 µM), without a hit: top-dose activity, negative = less viability, usual class: cytotoxic; actives 1.6% (n = 360,000); AID 686970; HT-1080-NT fibrosarcoma viability, CellTiter-Glo ATP luminescence, 48 h;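 note: NT is the 2HG producing partner of a matched IDH1 knockdown line; potency is the fitted concentration of half-maximal effect; 0% = DMSO-treated cells and -100% = media-only wells without cells; nearly all actives have a fitted effect of over 55% in size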
#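 Viability of the 2HG-overproducing fibrosarcoma line after 48 hours of compound exposure at 37 degrees C was determined by luminescence with CellTiter-Glo, and concentration-effect curves were then fitted and categorized.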
# MCF10A rerep: DNA re-replication induction in MCF 10a cells; AID 624296; actives 2.9% (n = 350,000); MCF 10A DNA re-replication, Hoechst nuclear intensity, 48 h; Potency, µM (series often up to 46.1 µM), for inactives: at the top dose activity, positive = re-replication, most hits filed as activators; note: potency is the fitted concentration of half-maximal effect; % of control where 0% means no effect; nearly all actives have a fitted effect of over 50% in size
# * = called active by the depositor; ? = inconclusive; . = not tested or not shown; & = joins results of further samples; [ ] = another dose, or the depositor's remark. Unless noted, calls come from the whole dose curve; as a rule, active = well fitted curve in the direction sought with a large enough effect; inconclusive = small, poorly fitted or top-dose-only effect, or another doubt; inactive = no such curve, though single readings can be large; an effect the other way counts as inactive or inconclusive.
SMILES,KB-V1 cytotox,SW480 rerep,IL1B secr inh,KB-3-1 cytotox,DRD3 agonist,HEK293 tox,HT1080 IDH1KD tx,HT1080-NT tox,MCF10A rerep
Cc1ccc(C(C(=O)NCC2CCCO2)N(C(=O)c2snc(C(N)=O)c2N)c2ccccc2F)o1 (stereo unspecified),-14%,0%,?,7%,-8,-21%,-1%,-1%,0%
O=c1[nH]c(=S)[nH]cc1Oc1ccc(Cl)cc1,26%,-8%,10,19%,-1,4%,6%,6%,-1%
Cc1cccc(N(CC(=O)Nc2ccc(-c3nc4ccc(C)cc4s3)cc2)S(C)(=O)=O)c1,3%,-7%,-6,2%,1,?,-26%,-14%,15µM*
CCc1ccc(OCC(=O)Nc2ccc(-c3nc4ccccc4o3)c(O)c2)cc1,-32%,2%,12,0%,3,-4%,5%[9.24 µM],18%,0%
S=C(NCCc1ccccc1)NCc1ccccc1Cl,5%,0%,5,2%,0,-15%,2%,2%,18%
C=CC[C@@H](CC(=O)N(CCO)Cc1ccccc1)C(=O)N[C@H](C)COC(=O)[C@@H](CC=C)Cc1ccc(F)cc1,10%,0%,-2,5%,40*,-25%,-13%,0%,?
Cc1ccccc1OCc1nnc(SCc2cc(=O)[nH]c3ccccc23)o1,-3%,1%,0,-14%,-24,10%,-16%,-7%[9.24 µM],1%
COc1ccc(NC(=O)c2cc(C3CCCCN3S(=O)(=O)c3c(C)noc3C)on2)c(C)c1 (stereo unspecified),-18%,.,0,0%,-7,-10%,4%,2%,.
COc1ccccc1NS(=O)(=O)c1cccc(C(=O)N2CCN(Cc3ccc4c(c3)OCO4)CC2)c1,?,12%,1,8%,-12,0%,-13%,-15%,6%
CN(c1ccc(OCC(=O)O)cc1)S(=O)(=O)c1ccc2ccccc2c1,-7%,-8%,-2,2%,2,7%,0%,17%,-3%
O=Cc1c[nH]c2ncccc12,10%,-5%,-5,5%,0,-20%,6%,2%,6%
Cc1ccc(S(=O)(=O)N2CCCCC2)cc1NC(=O)Cn1ncc(Cl)c(Cl)c1=O,0%,?,-102*,?,-20,?,15µM*,21µM*,?
Cc1ccc(N2C(=O)C(O)(C(F)(F)F)C3=C2CC(C)(C)CC3=O)cc1 (stereo unspecified),-3%,0%,-6,5%,4,3%,0%,-6%,16%
Cc1ccc(NC(=O)Cn2nnc(C(=O)NCc3cccs3)c2N)cc1Cl,0%,-1%,31,6%,3&-5,-7%&3%,-27%,-19%,-4%
Cc1ccccc1C(=O)NCCCCc1ccccc1,4%,-3%,-23,-4%,2,-7%,8%,1%,2%
CSC[C@H]1CN(c2ccc(Br)cc2)C(=O)[C@@H]1CC(=O)Nc1ccc(Br)cc1,?,.,-13,-21%,-7,1%,-13%,-9%,.
O=[N+]([O-])c1ccccc1-c1ccc(C(=S)N2CCCCC2)o1,-8%,-10%,-14,2%,-1,-2%,-13%,-13%,19%
COc1ccccc1OCCNC(=O)CNC(=O)c1ccc(C(C)(C)C)cc1,-3%,?,-28,-1%,-1,0%,?,-7%,1%
Cn1c(SCC(=O)Nc2ccc(N3CCOCC3)cc2)nnc1C(F)(F)F,-3%,-2%,0,4%,-8,-1%,5%,15%,0%
CN1CCc2cc3c(c4c2C1CC41CCC(=NO)CC1)OCO3 (stereo unspecified),6%,1%,-17,-2%,-10,4%,13%,6%,-6%
COc1ccc(CN2CN(c3ccc(Cl)cc3)C(=O)N(n3cnnc3)C2)cc1,13%,-5%,5,12%,8,1%,2%,4%,2%
CCCC1OC23CCCCC2C(C#N)(C#N)C1(C#N)C(=N)O3 (stereo unspecified),-9%,6%,-11,11%,-6,-3%[1.53 µM],-6%,3%,?
COC(=O)Cc1cc(=O)n2[nH]cnc2n1,0%,-2%[9.22 µM],5,3%,1,1%,5%,11%,6%
COc1cc(C(=O)NN2C(=O)NC3(CCC(C)CC3)C2=O)ccc1OC(F)F (stereo unspecified),-30%,-6%,-8,6%,0,-16%,7%,4%,-4%
CC(=O)Nc1ccc(S(=O)(=O)Nc2cccc(NC(=O)c3ccco3)c2)cc1,2%,-9%,-9,-8%,-2,1%,-20%,-19%,0%
COCCn1c(SCC(=O)Nc2cc(C)on2)nnc1-c1ccco1,20%,-1%,6,13%,6,4%,16%,18%,-5%
CC12CCC(C(=O)NCc3ccc4c(c3)OCO4)(CC1=O)C2(C)C (stereo unspecified),-14%,4%,-1,-6%,-2,21%,0%,0%,19%
COc1c(C)cc(S(=O)(=O)NCCc2c(C)[nH]c3ccccc23)c(C)c1C,-29%,.,.,?,2,-8%,.,.,.
C=CCn1c(=O)c2ccccc2n2c(SCC(=O)NCCc3ccccc3)nnc12,-8%,-3%,-24,11%,-3,-17%,-13%,-17%,10%
C=CCCC(=O)N(C)CCO,9%,?,44,14%,15,-3%,6%,12%,2%
Cc1sc2nc(CSc3ccccc3)nc(N3CCC(C(N)=O)CC3)c2c1C,?,-77%[inhibitor],-63*,0%,3,-2%,7%,0%,?
Cc1nc2ccccc2c(=O)n1/N=C/c1ccc(O)c(O)c1O,8%,-8%,8,2%,5,-15%,-1%,-1%,-5%
COC(=O)C(OC(=O)c1ccc(OC)cc1)C(=O)OC,1%,-4%,-7,0%,0,-20%,-2%,-5%,-4%
O=C1c2ccccc2NC(c2ccc(-c3cccc(Cl)c3)o2)N1O (stereo unspecified),4.6µM*,?,76,12%,-8,-10%,20µM*,?,?
C=CCn1c(Oc2cc(C)ccc2C)nc2c1c(=O)n(C)c(=O)n2C,?,-6%,-1,-7%,7,-9%,1%,?,-2%
COc1cccc(NC(=O)Cn2c(=O)n(-c3cccc(OC)c3)c(=O)c3c4c(sc32)CCCC4)c1,6%,.,.,-4%,4,-3%,.,.,.
COc1ccc2c(c1)CCC/C2=N\Nc1nc(C(=O)NN)cs1,-7%,-14%,.,24%,-6,9%,?,-25%,-19%
O=C1CC(SCc2nc3ccccc3[nH]2)C(=O)N1c1cccc(F)c1 (stereo unspecified),3%,-7%,0,15%,-1,68%[activator],-5%,-3%,5%
CN(Cc1c(C(=O)N/N=C/c2ccccc2O)nnn1-c1nonc1N)C1CCCCC1,?,.,146,18µM*,-3,-16%,?,12µM*,.
COc1ccc(C)cc1NS(=O)(=O)c1ccc2c(c1)oc(=O)n2C,-6%,18%,0,-22%,-2,9%,0%,-1%,2%

# Individual results from the results shown:
# Under HT1080 IDH1KD tx, CN(c1ccc(OCC(=O)O)cc1)S(=O)(=O)c1ccc2ccccc2c1 reads 0%
# Under SW480 rerep, Cn1c(SCC(=O)Nc2ccc(N3CCOCC3)cc2)nnc1C(F)(F)F reads -2%
# Under HT1080-NT tox, CCCC1OC23CCCCC2C(C#N)(C#N)C1(C#N)C(=N)O3 (stereo unspecified) reads 3%

# Next section:
SMILES,KB-V1 cytotox,SW480 rerep,IL1B secr inh,KB-3-1 cytotox,DRD3 agonist,HEK293 tox,HT1080 IDH1KD tx,HT1080-NT tox,MCF10A rerep
CCOc1cc(C(=O)OC(C)C(=O)Nc2ccc(S(N)(=O)=O)cc2)ccc1OCC(=O)N1CCOCC1 (stereo unspecified),19%,-86%[inhibitor],0,0%,-18,1%,13%,15%,2%
CN(C(=O)c1cccc(NC(=O)Cc2cccc([N+](=O)[O-])c2)c1)C1CCCCC1,7%,0%,-30,0%,-24,2%,-3%,-19%,5%
N#Cc1ccc(-c2ccc(C3Nc4ccccc4C(=O)N3O)o2)cc1 (stereo unspecified),-5%,-8%,.,?,.,.,.,.,13%
COc1cc(C(=O)NCc2nnc(SCC(=O)Nc3nc4ccc(C)cc4s3)o2)cc(OC)c1OC,21%,?,19,26%,1,-8%,0%,20%,14%
O=C(Nc1ccc(Cl)cc1)C1CCCN(C2=NS(=O)(=O)c3ccccc32)C1 (stereo unspecified),25%,0%,-2,1%,1,-27%,0%,-4%,-12%
CCOC(=O)c1cccc(NC(=O)c2cc3sccc3n2C)c1,?,?,1,17%,6,-11%,?,-8%,?
O=C(/C=C/c1cccnc1)c1ccc(NC(=O)c2cccc(Br)c2)cc1,7.9µM*,2%,-25,?,-6,-20%,-15%,-13%,2%
O=C(NNC(=O)c1cccs1)c1ccc(Cl)nc1,3%,1%,-10,0%,0,10%,15%,12%,2%
Cc1nnc(Nc2ccc(C(=O)N3CCOCC3)cc2)c2ccccc12,4%,6%,-9,-7%,3,10%,-4%,-3%,1%
CC(=O)Nc1cccc(-c2ccnc3c2CC(C)(C(=O)Nc2cccc(OC(F)(F)F)c2)O3)c1 (stereo unspecified),?,.,13,?,2,-22%,?,9.2µM*,.
CC(=O)Cc1nsc(Nc2ccc3c(c2)OCCO3)n1,?,-16%,-11,-12%,-8,5%,1%,-7%,-3%
Nc1cc(OC(=O)c2c(F)cccc2Cl)nn1S(=O)(=O)c1ccccc1,8%,-17%,-94*,-1%,-6,-22%,-13%,-7%,?
CCC(C)NC(=O)CN(C1CCCCC1)S(=O)(=O)c1ccc(F)cc1 (stereo unspecified),.,6%,1,.,3,-6%,11%,9%,12%
CCOc1cc(/C=C2/N=C(C)C(C(=O)OC)=C2O)ccc1O,8%,3%,10,8%,-3,-6%,6%,8%,1%
CC1Cc2ccccc2C(=O)N1 (stereo unspecified),?,-5%,17,2%,-3,6%,6%,3%,-5%
CCOC(=O)Cc1csc(NC(=O)CSc2nnc(C3CC3)n2C)n1,-2%,4%,-5,-6%,1,11%,-4%,-1%,-4%

# Compound activity: PubChem, National Center for Advancing Translational Sciences (NCATS)
